NTMT1 inhibitor = Primary qHTS for Inhibitors of N-terminal methyltransferase 1 (NTMT1): MTaseGlo Assay; Potency, µM (doses to about 114 µM), inactives show top-dose activity change, negative = inhibition, most hits filed as inhibitors; AID 1645870, 2021; NTMT1 MTase-Glo SAH luminescence, purified enzyme; 59,000 tested, 2.5% active;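 also: plate controls were DMSO vehicle for no effect and no enzyme for full effect; nearly all actives have a fitted effect of over 65% in size; many of its hits are not listed in these tables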
Target sequence (Q9BV86 whole entry, looked up): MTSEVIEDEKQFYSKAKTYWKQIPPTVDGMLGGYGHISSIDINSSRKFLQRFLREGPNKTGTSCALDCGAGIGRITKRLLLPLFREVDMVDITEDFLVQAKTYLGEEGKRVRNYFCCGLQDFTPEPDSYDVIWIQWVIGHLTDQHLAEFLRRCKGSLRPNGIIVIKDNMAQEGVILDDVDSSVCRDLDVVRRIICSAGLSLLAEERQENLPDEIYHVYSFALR
FH mod = Identification of activators of human fumarate hydratase by quantitative high-throughput screening; Fumarate hydratase, mitochondrial (Homo sapiens), P07954; FH coupled MDH/diaphorase resazurin fluorescence, 15 min; Potency, µM (top dose mostly 79.9 µM), for inactives: at the top dose activity change, negative = inhibition, hits mostly inhibitors; 54,000 tested, 0.22% active; AID 1347055, 2019; also: the screen sought activators but most active calls are inhibition curves; nearly all actives have a fitted effect of over 45% in size
Target sequence (P07954 whole entry, looked up): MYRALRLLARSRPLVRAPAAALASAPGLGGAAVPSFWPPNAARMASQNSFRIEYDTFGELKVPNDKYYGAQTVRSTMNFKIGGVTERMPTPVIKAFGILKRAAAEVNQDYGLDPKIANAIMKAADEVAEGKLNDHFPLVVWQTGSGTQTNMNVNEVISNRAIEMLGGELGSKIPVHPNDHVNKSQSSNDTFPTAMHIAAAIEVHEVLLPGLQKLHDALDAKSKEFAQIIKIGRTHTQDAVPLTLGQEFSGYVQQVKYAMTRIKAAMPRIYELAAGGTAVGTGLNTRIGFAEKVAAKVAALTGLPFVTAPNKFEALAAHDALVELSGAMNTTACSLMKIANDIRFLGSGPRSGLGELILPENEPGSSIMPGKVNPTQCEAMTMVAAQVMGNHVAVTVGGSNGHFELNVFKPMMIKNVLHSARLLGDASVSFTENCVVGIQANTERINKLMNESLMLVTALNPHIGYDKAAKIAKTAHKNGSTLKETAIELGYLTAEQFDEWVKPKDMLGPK
Numbers without * were called inactive; ? = inconclusive; & = joins results of further samples; ! = not confirmed by another sample; [ ] = dose if it differs, or a comment. Calls follow the shape of the dose curve; as a rule, active = well fitted curve in the direction sought with a large enough effect; inconclusive = small, poorly fitted or top-dose-only effect, or another doubt; inactive = no such curve, though single readings can be large; an effect the other way counts as inactive or inconclusive. Unless noted, % is scaled to controls: 0 for no effect and ±100 for the full control effect; potency is read from the fitted curve at half-maximal effect. Not all compounds are listed; rates above refer to the full screens.

item | mol | NTMT1 inhibitor | FH mod
1 | O=C(NNC(=O)c1ccc(CNS(=O)(=O)c2ccc(F)c(Cl)c2)cc1)c1ccccc1 | -14.9%[57.5 µM] | 10.2%[53.3 µM]
2 | CN1CCC(c2cn(C)c3ccc(OS(=O)(=O)c4c(F)cccc4F)cc23)CC1 | 11.7%[57.5 µM] | 0.9%
3 | COc1c(-c2ccc(O)cc2)cc(OC)c2c1oc1cc(O)c(OC3OC(CO)C(O)C3O)cc12 (stereo unspecified) | 19.7%[29.8 µM] | -2.0%[53.3 µM]
4 | C[C@]12C=C[C@@]3(CCC4[C@](C)(CO)CCC[C@@]4(C)C3CC1)C2 (stereo partly specified) | 3.6%[57.5 µM] | -12.7%
5 | O=C(CCCCC(=O)Nc1c(I)cc(I)c(C(=O)O)c1I)Nc1c(I)cc(I)c(C(=O)O)c1I | ? | -7.2%[53.3 µM]
6 | CC1CC(=O)C2=C(O1)OC1(C)CCC3C(C)(C)C4OC4C(=O)C3(C)C1C2 (stereo unspecified) | 17.0%[29.8 µM] | 0.0%[53.3 µM]
7 | CCCCCCCCNC(C)C(O)c1ccc(SC(C)C)cc1 (stereo unspecified) | -6.7%[57.5 µM] | -2.8%[53.3 µM]
8 | COC(=O)C1=CO[C@@H](O[C@@H]2O[C@H](COC(=O)/C=C/c3cc(OC)c(O)c(OC)c3)[C@@H](O)[C@H](O)[C@H]2O)[C@@H]2C(CO)=CC[C@H]12 | 11.1%[12.6 µM] | 1.9%[20.6 µM]
9 | C=C1CC2C(C)(CCC(=O)O)C(C(C)(C)O)CCC2(C)C2(C(=O)OC)C(=O)C(C)(O)C(=O)C12C (stereo unspecified) | 9.5%[29.8 µM] | 5.8%[53.3 µM]
10 | CC(=O)N[C@H]1[C@H](O[C@H]2CC[C@@]3(C)C(CC[C@]4(C)C3CC=C3C5CC(C)(C)CC[C@]5(C(=O)O)[C@H](O[C@@H]5O[C@H](CO)[C@@H](O)[C@H](O)[C@H]5O)C[C@]34C)C2(C)C)O[C@H](CO[C@@H]2OC[C@H](O)[C@H](O)[C@H]2O[C@@H]2OC[C@@H](O)[C@H](O)[C@H]2O)[C@@H](O)[C@@H]1O (stereo partly specified) | -6.2%[12.6 µM] | -8.5%[20.6 µM]
11 | CC1=CC(=O)CC(C)(C)[C@H]1/C=C/C(CO)O[C@@H]1O[C@H](CO)[C@@H](O)[C@H](O)[C@H]1O (stereo partly specified) | 3.5%[29.8 µM] | -0.3%[53.3 µM]
12 | CC(=O)c1c(OCCN2CCCCC2)c(OCCC(C)c2ccc(F)cc2)c2oc(C)nc2c1C (stereo unspecified) | ? | -1.7%
13 | C/C=C(\C)[C@@H]1C(C)=C[C@@H]2[C@H]([C@@H]1/C=C/C=C/C(=O)O)[C@@H](C)CC[C@@H]2O | 4.4%[29.8 µM] | 7.6%[53.3 µM]
14 | CC1(CO)CCCC2(C)C1C(OC(=O)c1ccccc1)CC1C(=O)OCC12O (stereo unspecified) | -2.8%[29.8 µM] | -1.1%[53.3 µM]
15 | CC(C)CN(CC(=O)N(CCCN1CCCC1=O)CC(N)=O)C(=O)CNCCc1ccccc1F | 15.4% | 12.8%
16 | CC1(C)O[C@@H]2C[C@H]3[C@@H]4C[C@H](F)C5=CC(=O)C=C[C@]5(C)[C@H]4[C@@H](O)C[C@]3(C)[C@]2(C(=O)CO)O1 | 4.9% | 6.1%[53.3 µM]
17 | COc1cccc2c1C(=O)c1c(O)c3c(c(O)c1C2=O)C[C@@](O)(C(=O)CO)C[C@@H]3O[C@H]1C[C@H](N)[C@@H](O)[C@H](C)O1 | ? | -12.7%[53.3 µM]
18 | N#Cc1cc(NC(=O)Nc2nnc(-c3ccncc3)s2)ccc1-c1cn[nH]c1 | -18.1% | 7.8%[53.3 µM]
19 | COc1ccc(C2(O)c3c(ccc4c3OC(C)(CCC=C(C)C)C=C4)NC(=O)C2OC)cc1 (stereo unspecified) | -8.5%[29.8 µM] | 1.2%[53.3 µM]
20 | Cc1cccc(Nc2nc(-c3ccncc3)cs2)c1 | 2.51µM* | -2.4%
21 | O=C(Nc1ccc(S(=O)(=O)Nc2ccccc2Cl)c(Cl)c1)c1ccccn1 | 9.6%[57.5 µM] | -1.1%
22 | C[C@@H]1O[C@@H](O[C@H]2[C@H](O[C@H]3CC[C@@]4(C)C(CC[C@]5(C)C4CC=C4[C@@H]6CC(C)(C)CC[C@]6(C(=O)O[C@@H]6OC[C@H](O)[C@H](O)[C@H]6O[C@@H]6O[C@@H](C)[C@H](O[C@@H]7O[C@H](CO)[C@@H](O)[C@H](O)[C@H]7O)[C@H](O)[C@H]6O)[C@H](O)C[C@]45C)C3(C)C)O[C@H](CO)[C@@H](O[C@@H]3OC[C@@H](O)[C@H](O)[C@H]3O)[C@@H]2O)[C@H](O)[C@H](O)[C@H]1O (stereo partly specified) | -1.6%[6.45 µM] | 2.4%[13.5 µM]
23 | O=C(O)Cc1ccc(-c2ccccc2)cc1 | 2.7%[57.5 µM] | -8.5%[53.3 µM]
24 | CC(=O)OCC(=O)[C@@]12OC(C)(C)O[C@@H]1C[C@H]1[C@@H]3C[C@H](F)C4=CC(=O)C=C[C@]4(C)[C@@]3(F)[C@@H](O)C[C@@]12C | -1.8% | -3.6%[53.3 µM]
25 | OCC(CO)N[C@H]1C[C@](O)(CO)[C@@H](O)[C@H](O)[C@H]1O | 21.6%[57.5 µM] | 2.7%[53.3 µM]
26 | NC(=O)N1CCC(CC(=O)N2CCC([C@H]3c4ncc(Br)cc4CCc4cc(Cl)cc(Br)c43)CC2)CC1 | 9.9% | -0.8%[53.3 µM]
27 | CCc1ccc(C(=O)C(C)CN2CCCCC2)cc1 (stereo unspecified) | 9.1%[57.5 µM] | 7.1%[53.3 µM]
28 | CC[C@H](c1ccc(O)cc1)[C@@H](CC)c1ccc(O)cc1 | 11.2µM* | -26.6%[53.3 µM]
29 | CC(C)(O)C1CCC2(C)C3C(O)C4C(C13)C42CO (stereo unspecified) | 7.2%[57.5 µM] | 5.0%
30 | COC1CC(O[C@H]2CC[C@]3(C)C4CC[C@]5(C)C(C6=CC(=O)OC6)=CCC56OC46CC[C@@H]3C2)OC(C)C1O[C@@H]1O[C@H](CO[C@@H]2O[C@H](CO)[C@@H](O)[C@H](O)[C@H]2O)[C@@H](O)[C@H](O)[C@H]1O (stereo partly specified) | 1.5%[12.6 µM] | 13.1%[20.6 µM]
31 | O=C(NCc1ccncc1)C12C[C@H]3C[C@@H](C1)CC(c1ccc(Cl)cc1)(C3)C2 | 0.7%[57.5 µM] | -5.0%[53.3 µM]
32 | CNC(=O)c1ccc2cc(C3(O)CCn4cncc43)ccc2c1 (stereo unspecified) | -11.3%&-9.3%[57.5 µM] | 5.1%
33 | C[C@H]1C[C@@H]2[C@H]([C@@H](O)C[C@@]3(C)[C@H]2CC[C@]3(O)C(=O)CO)[C@@]2(C)C=CC(=O)C=C12 | -0.4% | -1.3%[53.3 µM]
34 | CN(C)C(=O)NC1(c2ccccc2)CCN(CCC[C@]2(c3ccc(Cl)c(Cl)c3)CCCN(C(=O)c3ccccc3)C2)CC1 | ? | -2.9%
35 | O=C1Nc2ccccc2-c2nc3ccccc3c(=O)n2-c2c(O)cccc21 | 1.0%[29.8 µM] | 2.4%[53.3 µM]
36 | CCN(CC)CCNC(=O)c1c(C)[nH]c(C=C2C(=O)Nc3ccc(F)cc32)c1C | 44.1µM* | ?
37 | OC[C@H]1O[C@@H](OCCc2ccccc2)[C@H](O[C@@H]2OC[C@@H](O)[C@H](O)[C@H]2O)[C@@H](O)[C@@H]1O | 4.4%[29.8 µM] | -5.1%[53.3 µM]
38 | CC1CCC2C(C(=O)O)=COC(O[C@@H]3O[C@H](CO)[C@@H](O)[C@H](O)[C@H]3O)C12 (stereo partly specified) | -1.3%[29.8 µM] | -7.5%[53.3 µM]
39 | CC1CCCC[C@H]2C(=O)C=C[C@H](O)[C@@H]2CC(=O)O1 (stereo partly specified) | 12.2%[57.5 µM] | 3.3%
40 | C/C(=C\CCC(C)(C)O)CCO[C@@H]1O[C@H](CO[C@@H]2O[C@@H](C)[C@H](O)[C@@H](O)[C@H]2O)[C@@H](O)[C@H](O)[C@H]1O | -5.4%[29.8 µM] | -1.0%[53.3 µM]
41 | C[C@]12CC[C@@H]3c4ccc(O)cc4CC[C@H]3[C@@H]1C[C@@H](O)[C@@H]2O | ? | -11.0%[53.3 µM]
42 | O=C(NCCN1CCN(c2cccc3ccc(O)cc23)CC1)c1ccc(F)cc1 | -25.0%[57.5 µM] | -3.1%
43 | CC1CC=C2C1CC1(O)C(=O)CC2(C)C1(C)CO (stereo unspecified) | -2.5%[57.5 µM] | 4.3%
44 | CC1(CCOC2OC(CO)C(O)C(O)C2O)CCC23OC2(C1)C(O)CC1C(C)(C(=O)O)CCCC13C (stereo unspecified) | -3.4%[29.8 µM] | 18.9%[53.3 µM]
45 | CC1(O)CC(O)C2C(C(=O)O)=COC(OC3OC(CO)C(O)C(O)C3OC(=O)/C=C/c3ccc(O)cc3)C21 (stereo unspecified) | -0.5%[29.8 µM] | -2.6%[53.3 µM]
46 | C[C@@H]1O[C@@H](O[C@H]2[C@H](O)[C@@H](O)[C@H](OC[C@H]3O[C@@H](OC(=O)[C@]45CCC(C)(C)C[C@H]4C4=CCC6[C@@]7(C)C[C@H](O)[C@H](O[C@@H]8O[C@H](CO)[C@@H](O)[C@H](O)[C@H]8O)[C@@](C)(C(=O)O)C7CC[C@@]6(C)[C@]4(C)CC5)[C@H](O[C@@H]4O[C@H](CO)[C@@H](O)[C@H](O)[C@H]4O)[C@@H](O)[C@@H]3O)O[C@@H]2CO)[C@H](O)[C@H](O)[C@H]1O (stereo partly specified) | -3.1%[6.45 µM] | 0.1%[13.5 µM]
47 | C[C@H]1/C=C/C=C/C=C/C=C/C=C/[C@@H](O)[C@H](C(=O)O)[C@H](O)C[C@H](O)CCC[C@H](O)C[C@H](O)C[C@H](O)[C@@H](C)C(=O)O[C@@H]1C | -3.6%[12.6 µM] | 4.4%[20.6 µM]
48 | COC(=O)/C=C/C12COC(C)(C)C1C(O)C(OC(C)=O)C1(C)C2CCC2(C)C(c3ccoc3)OC(=O)C3OC321 (stereo unspecified) | 6.9%[29.8 µM] | 6.8%[53.3 µM]
49 | O=C(c1ccc(F)cc1)N1CCCC(c2nc(-c3ccc(F)cc3)no2)C1 (stereo unspecified) | 0.7%[57.5 µM] | 0.8%
50 | NC(=O)c1cccc(-c2cc(OC(=O)NC3CCCCC3)ccc2O)c1 | ? | -11.6%
51 | Clc1ccc2c(c1)C(N1CCNCC1)=Nc1ccccc1O2 | -1.2%&25.2%&-12.9%[57.5 µM] | -0.6%
52 | CCCCCCn1c(=O)c2c(ncn2C)n(C)c1=O | ? | -3.1%[53.3 µM]
53 | O=C(CO)[C@@H](O)[C@H](O[C@@H]1O[C@H](CO)[C@H](O)[C@H](O)[C@H]1O)[C@H](O)CO | -15.4%[57.5 µM] | -8.4%
54 | CC(C)=CCC/C(C)=C/CO[C@@H]1O[C@H](CO[C@@H]2O[C@@H](CO)[C@H](O)[C@H]2O)[C@@H](O)[C@H](O)[C@H]1O | -10.1%[29.8 µM] | -1.0%[53.3 µM]
55 | Cc1c2cc(c(C(=O)O)c1C)OC1OC(C(O)C(O)C1O)C(O)C(O)C1OC(O2)C(O)C(O)C1O (stereo unspecified) | ? | 3.1%[53.3 µM]
56 | Cc1ccc(NS(=O)(=O)c2ccc3c(c2)CCC(=O)N3)cc1C | ? | -1.5%
57 | CCCCc1nc(Cl)c(CO)n1Cc1ccc(-c2ccccc2-c2nn[nH]n2)cc1 | 4.3%[57.5 µM] | 0.3%[53.3 µM]
58 | Cc1cnc(C(=O)O)c[n+]1[O-] | -26.5%[57.5 µM] | 16.8%[53.3 µM]
59 | O=C(N[C@@H](c1ccccc1)[C@@H]1CCCCN1)c1cccc(C(F)(F)F)c1Cl | -4.1% | 5.6%[53.3 µM]
60 | COC(=O)C(CC1(O)c2ccccc2N2C(=O)C(C)(C)N(O)C21)n1cnc2ccccc2c1=O (stereo unspecified) | 12.2%[29.8 µM] | -0.6%[53.3 µM]

Next part.
item | mol | NTMT1 inhibitor | FH mod
61 | COC(=O)[C@@H](N)Cc1ccc(O)c(O)c1 | ? | -13.6%&-11.1%[53.3 µM]
62 | CS(=O)(=O)Nc1ccc([N+](=O)[O-])cc1Oc1ccccc1 | 7.9% | -10.1%&3.7%&-3.2%[53.3 µM]
63 | CCOc1cc2c(c(F)c1OCC)C(=N)N(CC(=O)c1cc(N3CCOCC3)c(OC)c(C(C)(C)C)c1)C2 | 31.6µM*! | 0.8%
64 | CC(C(=O)O)c1ccc(CC2CCCC2=O)cc1 (stereo unspecified) | 40.8%[activator][57.5 µM] | -1.2%&0.3%[53.3 µM]
65 | COc1cc2c(c(OC)c1O)C(c1ccc(O)cc1)C1C(=O)OC3C(COC(=O)C1=C2)OC(CO)(OC1OC(COC(=O)/C=C/c2ccc(OC4OC(C)C(O)C(O)C4O)cc2)C(O)C(O)C1O)C3O (stereo unspecified) | -0.7%[12.6 µM] | 0.0%[20.6 µM]

Compound activity as filed in PubChem BioAssay.
